Screening data from PubChem BioAssay.
Gli-Sufu block: antagonists of Gli-Sufu signaling | Sufu-KO-LIGHT fibroblasts, Gli luciferase reporter luminescence | inhibition, % at 5 µM | actives 0.74% (n = 340,000);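 active = inhibition above about 55%, limit read from the data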;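 also: 0% = DMSO-treated cells and 100% = wells with medium but no cells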
APJ ag: APJ receptor agonism | P35414 | CHO-K1 APJ PathHunter beta-arrestin, luminescence; 0% DMSO wells, 100% apelin | activation, % at 20 µM | actives 0.11% (n = 330,000) | AID 2520;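 active = activation more than six SD over the plate average, tested at 20 µM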;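 also: 0% = DMSO alone and 100% = apelin-13 at 10 nM; some results filed as inactive read as strong as hits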
Target sequence (P35414 whole entry, looked up): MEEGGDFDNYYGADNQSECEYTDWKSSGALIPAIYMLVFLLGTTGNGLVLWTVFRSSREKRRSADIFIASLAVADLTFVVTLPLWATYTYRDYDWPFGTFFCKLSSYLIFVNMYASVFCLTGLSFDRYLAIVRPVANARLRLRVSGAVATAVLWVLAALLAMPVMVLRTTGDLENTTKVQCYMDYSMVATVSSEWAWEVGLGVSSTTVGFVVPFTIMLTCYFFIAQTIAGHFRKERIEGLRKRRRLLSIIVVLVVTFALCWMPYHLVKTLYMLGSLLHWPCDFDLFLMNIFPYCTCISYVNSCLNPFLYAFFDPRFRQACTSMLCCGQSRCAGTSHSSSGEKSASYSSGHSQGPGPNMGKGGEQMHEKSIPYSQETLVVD
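system = engineered CHO-K1 APJ arrestin reporter cells | input = 1000 cells per well | timing = overnight seeding, 90 min compound at 25 °C, 1 h detection | measured by = enzyme-fragment complementation luminescence | read-out = beta-arrestin recruitment to APJ as agonist activity, luminescent signal | control set = negative DMSO alone, positive Apelin-13 at 10 nM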
EBI2 block: blocks human EBI2 receptor beta-arrestin signaling. P32249. EBI2 beta-arrestin recruitment, luminescence, 7a,25-OHC stimulated. inhibition, % at 5 µM. actives 0.81% (n = 360,000). AID 651636; in the data active = inhibition above about 38%;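 also: enzyme fragment complementation signal reports receptor beta-arrestin coupling in cells; 0% = agonist plus DMSO wells and 100% = wells without agonist; some results beyond the cut were filed as inactive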
Target sequence (P32249 whole entry, looked up, the tested form may be a part): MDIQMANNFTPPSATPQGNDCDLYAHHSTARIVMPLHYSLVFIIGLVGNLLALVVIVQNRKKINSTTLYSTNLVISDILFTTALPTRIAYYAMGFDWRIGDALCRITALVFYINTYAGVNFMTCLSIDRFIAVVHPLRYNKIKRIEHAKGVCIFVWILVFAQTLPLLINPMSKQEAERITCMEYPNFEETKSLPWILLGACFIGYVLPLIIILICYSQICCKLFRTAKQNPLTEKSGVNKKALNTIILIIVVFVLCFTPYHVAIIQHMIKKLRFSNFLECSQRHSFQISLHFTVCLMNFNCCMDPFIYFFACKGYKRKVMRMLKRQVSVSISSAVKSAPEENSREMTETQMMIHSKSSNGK
CXCR6 inh: CXCR6 (human) receptor inhibition. CHO-K1 PathHunter CXCR6 beta-arrestin, luminescence. actives 0.36% (n = 360,000). O00574. inhibition, % at 20 µM; in the data active = inhibition above about 34%, passing the limit was not always enough;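 also: antagonist mode with CXCL16 agonist at 10 nM final; 0% = 10 nM CXCL16 with DMSO and 100% = unstimulated wells without agonist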
CCR6 antag: antagonists of human CCR6 receptor | CHO-K1 CCR6 PathHunter beta-arrestin, luminescence, CCL20-stimulated | actives 0.49% (n = 340,000) | inhibition, % at 20 µM | P51684;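 active = compounds whose inhibition of the agonist-driven luminescence signal at 20 µM reaches about 50%, limit read from the data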;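 also: cells stimulated with CCL20 at 14 nM final; plate controls were DMSO with CCL20 for no effect and DMSO without agonist for full effect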
UBC13 polyUb: human UBC13 polyubiquitination inhibition; P61088; UBC13 polyubiquitin chain formation, TR-FRET; inhibition, % at 20 µM; actives 0.47% (n = 330,000); AID 485273; in the data active = inhibition above about 45%, passing the limit was not always enough; inconclusive = no clear call, values can overlap the other calls
Target sequence (P61088 whole entry, looked up): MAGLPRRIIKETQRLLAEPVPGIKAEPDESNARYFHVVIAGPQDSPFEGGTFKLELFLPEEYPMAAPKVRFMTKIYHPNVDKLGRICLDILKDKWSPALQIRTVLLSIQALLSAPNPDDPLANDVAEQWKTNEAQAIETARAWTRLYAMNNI
APJ antagonist: blocks the human apelin receptor APJ | P35414 | CHO-K1 APJ beta-arrestin complementation, luminescence | inhibition, % at 20 µM | actives 0.32% (n = 330,000);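 active = inhibition above about 40% at 20 µM, limit read from the data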;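 also: cells challenged with 10 nM apelin-13 agonist together with compound; plate controls were apelin-13 plus DMSO wells for no effect and DMSO wells lacking apelin-13 for full effect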
ATG4B inh: blocks human ATG4B protease cleavage of LC3 substrate. Q9Y4P1. ATG4B cleavage of LC3-PLA2, NBD-HPC fluorescence, 1 h. inhibition, % at 8.33 µM. actives 0.51% (n = 340,000). AID 504462; in the data active = inhibition above about 40%
An asterisk follows results filed as active; ? = inconclusive; / = no result given.

SMILES	Gli-Sufu block	APJ ag	EBI2 block	CXCR6 inh	CCR6 antag	UBC13 polyUb	APJ antagonist	ATG4B inh
CC1CCCCC1NS(=O)(=O)c1ccc(S(=O)(=O)N2CCCC2)cc1 (stereo unspecified)	16	-2	2	-9	7	-2	-18	-9
CC(C)CNS(=O)(=O)c1ccc(CCC(=O)NCCc2ccccc2)cc1	7	0	-4	6	-6	-3	-3	0
CCC1C(=O)NCCN1C(=O)c1cc(COc2cc(C)ccc2C)on1 (stereo unspecified)	-15	-2	-7	-2	9	4	10	-6
Cc1cc(Br)cn2cc(C(=O)O)nc12	2	-3	-12	-3	10	13	-2	-3
CCOC(=O)c1csc(NC(=O)c2cc(-c3ccccn3)nc3ccccc23)n1	9	-2	-4	-4	19	10	2	0
O=C1CC(c2ccccc2)CC(O)=C1C=Nc1ccc(O)cc1 (stereo unspecified)	17	-1	12	-3	-7	-1	6	-3
CCC(C)Sc1ccc([C@@H]2[C@H]3C(=O)N(CC)C(=O)[C@H]3[C@]3(C(=O)OC)CCCN23)cc1OC (stereo partly specified)	-7	0	-8	0	4	-3	-4	-5
O=C(CCS(=O)(=O)c1ccc(Br)cc1)Nc1ccccc1Cl	5	-4	-1	0	0	6	-5	-9
COc1ccc(CNC(=O)Cn2nc(C(F)(F)F)cc2C)cc1	-5	-5	-5	-3	8	3	13	8
O=C(CSC(=S)N1CCCCC1)c1ccccc1	-70	-3	10	0	10	5	6	36
CCOC(=O)c1ccc(Nc2nc(-c3cccnc3)nc3ccccc23)cc1	0	-3	-5	-4	6	18	1	-7
CC(C)CC(=O)NC(NC(=S)Nc1sc2c(c1C#N)CCCC2)C(Cl)(Cl)Cl (stereo unspecified)	15	-1	-3	2	21	-5	16	-7
Cc1ccc(N(C(=O)c2csnn2)C(C(=O)NC2CCCC2)c2ccncc2)c(C)c1 (stereo unspecified)	-7	-1	0	-3	4	-2	-24	-17
COc1cc(/C=C2\C(=O)ON=C2c2ccccc2)cc(OC)c1OC	-28	1	-5	-5	-5	-28	-7	-9
COc1ccc2cc(C[C@@H]3CC[C@@H](CNC(N)=O)O3)ccc2c1	16	/	5	2	10	/	/	38
Cc1cccc(NC(=O)C(=O)NCC2CCCN2S(=O)(=O)c2ccccc2)c1 (stereo unspecified)	-11	6	-2	10	5	-7	-12	2
CCc1nnc(NC(=O)CSc2nnc(-c3ccc(S(=O)(=O)N4CCCC4)cc3)n2CC)s1	4	-4	-1	-3	12	1	3	9
O=C1Nc2ccccc2/C1=C/c1ccccc1Cl	3	-4	7	-1	17	6	1	-1
O=C(Nc1cccn(Cc2ccccc2Cl)c1=O)NC1CCCCC1	-9	-1	3	-7	13	1	8	-3
Cc1ccc(-n2c(CNc3ccc(F)cc3)nnc2SCC(=O)N2CCOCC2)cc1	3	-6	8	-3	3	-17	4	6
COc1ccc(Cl)cc1C(=O)Nc1cc(=O)n(C)c(=O)n1C	5	-2	-3	-9	0	3	14	-3
CCCCOc1ccc(/C(O)=C(\C#N)c2nc3ccccc3[nH]2)cc1	4	-3	-4	2	6	-1	21	0
O=C(Cn1ncc2c([nH]c3ccccc32)c1=O)NCCCN1CCN(c2ccccc2)CC1	16	1	3	-3	6	1	1	-2
COc1nc(OC)nc(N2CCC(NC(=O)C(Cc3cccc(OC)c3OC)NC(C)=O)CC2)n1 (stereo unspecified)	-12	0	-7	7	-11	-3	-21	-4
CC(=O)c1ccc(N2CCN(S(=O)(=O)c3c(C(=O)N4CCCC4)c(C)n(C)c3C)CC2)cc1	-10	0	2	3	-4	-8	10	-7
Cc1cc(Cl)c(S(=O)(=O)N2CCSCC2)cc1OCC(=O)NC1CCCCC1	26	3	-4	-6	-10	7	-22	-3
COc1ccc(S(=O)(=O)N2CCCCCC2)cc1C(=O)OC(C)C(N)=O (stereo unspecified)	-1	-1	-13	-6	2	9	9	-8
O=C(O)c1ccc(N/N=C/c2ccncc2)cc1	-4	2	-11	-11	-1	-6	-12	-3
COC(=O)c1ccccc1C(=O)N1CCCC(CCC(=O)NCc2ccc(F)c(F)c2)C1 (stereo unspecified)	7	-2	10	3	4	-4	-11	0
CCNC(=S)Nc1cc(OCC)c(NC(=O)c2ccco2)cc1OCC	2	-1	25	2	23	3	-2	2
O=C(NCCC1=CCCCC1)C1CCCN(S(=O)(=O)c2cccc3cccnc23)C1 (stereo unspecified)	1	-4	-6	6	18	1	23	-1
NC(=O)CSc1nnc(COc2ccccc2)n1Cc1ccco1	2	-1	-5	-13	12	-1	-19	3
CCC1Oc2ccccc2N(CC(=O)NCCCN2CCCC2)C1=O (stereo unspecified)	1	-2	0	9	3	5	4	-5
COC(=O)Cc1c(O)ccn(Cc2cccc3ccccc23)c1=O	-2	-1	11	1	6	-7	-4	-10
Cc1ccc(C2(C)NC(=O)N(CC(=O)Nc3cc(S(=O)(=O)N4CCOCC4)ccc3OC(C)C)C2=O)cc1 (stereo unspecified)	14	/	11	-3	7	/	/	-3
COC(=O)[C@@]1(Cc2ccccc2)[C@H]2C(=O)N(Cc3ccccc3)C(=O)[C@H]2[C@H]2CN=C(SCc3ccc(C#N)cc3)N21	11	/	23	3	10	/	/	4
O=S(=O)(c1ccc(Cl)cc1)N1CCC2(CC1)OCCN2S(=O)(=O)c1cccs1	7	7	-3	9	14	-7	-36	6
O=C(COc1ccccc1)N1CCN(C(=O)c2ccc([N+](=O)[O-])cc2)CC1	-3	-3	53*	1	1	5	-13	-4
COc1cccc(CN2CCNC(=O)C2CC(=O)NCCN2CCOCC2)c1OC (stereo unspecified)	-14	-3	3	-8	3	3	19	-1
CCOC(=O)c1cc(NC(=O)c2ccc(C)cc2)c(=O)oc1C(F)(F)F	-24	-2	-10	-6	5	6	2	-1
O=C(NNC(=O)c1ccco1)c1ccccc1	-4	0	8	0	-9	-19	1	-7
CCCCn1nc(NC(=O)CCC)c2cc3cc(OC)ccc3nc21	1	-2	11	-5	-4	4	-2	-2
COC(=O)c1ccc(C2C(C(=O)c3cc4ccccc4o3)=C(O)C(=O)N2c2cc(C)on2)cc1 (stereo unspecified)	2	-5	1	10	31	-2	13	0
O=c1cc(O)n(-c2ccc(Cl)cc2)c(=S)[nH]1	14	0	3	-4	-6	9	13	11
O=C(N/N=C\c1ccc(S(=O)(=O)O)o1)c1ccc2c(c1)OCO2	6	-2	-2	6	8	0	-19	-2
CN(C(=O)c1cccc(NC(=O)Cc2cccc(NC(=O)C3CCN(C(=O)C4CC4)CC3)c2)c1)C1CC1	-18	/	-4	1	3	/	/	1
Nc1c(Cl)cc(NC(=O)c2ccccc2C(=O)O)cc1Br	-9	0	0	-11	13	13	-4	-2
CCn1cnc2cc(NCc3ccncc3)ccc21	2	4	-10	-6	9	-18	-9	-8
COc1ccc2c(c1)C(=O)CC(c1ccccc1)O2 (stereo unspecified)	-29	/	12	0	12	/	/	-2
O=C1C=C(NNC(=O)c2ccncc2)CC(c2ccccc2)C1 (stereo unspecified)	-6	-1	-2	6	3	-14	-23	-11
Cc1nc(Cc2ccccc2)sc1CC#N	1	/	-7	3	11	/	/	-5
COc1ccc(-c2cc(C(=O)Nc3cc(C)on3)no2)cc1OC	3	-1	-4	4	0	23	-5	4
Cc1cc(N2CCOCC2)ccc1/C=C1\SC(=O)N(C(C)C)C1=O	-35	-3	8	-4	3	-8	-4	-19
Cc1ccc(/C=c2\sc3nc(-c4cccnc4)nn3c2=O)cc1	21	/	2	0	5	/	/	4
O=C(Nc1ccc(F)cc1F)c1sccc1SCc1cccc(C(F)(F)F)c1	16	-3	5	4	3	6	-4	-3
O=C(CSc1nccn1-c1cccc(Cl)c1)NC1CCCC1	-4	1	4	-1	-4	4	5	-10
CCC(CC)CN1CCC(CN2C(=S)NC[C@@H]2[C@@H](C)CC)CC1	10	/	-2	5	6	/	/	/
CNC(=O)COc1ccc(S(=O)(=O)Nc2ccc(C)cc2)cc1	12	-3	-3	-11	-2	-13	-25	3
Cc1ccc(CNC(=O)CN(C(=O)N2CCN(C)CC2)S(=O)(=O)c2ccc(C)cc2)cc1	-1	-1	-3	8	-5	0	21	-5
CCOC(=O)C1=C(CN2CCN(C(=O)c3ccco3)CC2)NC(=O)NC1c1ccc(F)cc1 (stereo unspecified)	-4	-3	-5	5	4	-12	9	-11

Among those listed so far, these have an aryl thioether with sulfur outside any ring:
SMILES	Gli-Sufu block	APJ ag	EBI2 block	CXCR6 inh	CCR6 antag	UBC13 polyUb	APJ antagonist	ATG4B inh
CCC(C)Sc1ccc([C@@H]2[C@H]3C(=O)N(CC)C(=O)[C@H]3[C@]3(C(=O)OC)CCCN23)cc1OC (stereo partly specified)	-7	0	-8	0	4	-3	-4	-5
CCc1nnc(NC(=O)CSc2nnc(-c3ccc(S(=O)(=O)N4CCCC4)cc3)n2CC)s1	4	-4	-1	-3	12	1	3	9
Cc1ccc(-n2c(CNc3ccc(F)cc3)nnc2SCC(=O)N2CCOCC2)cc1	3	-6	8	-3	3	-17	4	6
NC(=O)CSc1nnc(COc2ccccc2)n1Cc1ccco1	2	-1	-5	-13	12	-1	-19	3
O=C(Nc1ccc(F)cc1F)c1sccc1SCc1cccc(C(F)(F)F)c1	16	-3	5	4	3	6	-4	-3
O=C(CSc1nccn1-c1cccc(Cl)c1)NC1CCCC1	-4	1	4	-1	-4	4	5	-10

Next entries:
SMILES	Gli-Sufu block	APJ ag	EBI2 block	CXCR6 inh	CCR6 antag	UBC13 polyUb	APJ antagonist	ATG4B inh
Cc1nnc2c(NCC(C)c3ccccc3)nc3ccccc3n12 (stereo unspecified)	3	-2	9	-5	13	9	23	0
Cc1cccc(OCC(=O)N/N=C/c2sc(=O)n(Cc3cccc(C(=O)O)c3)c2Cl)c1	3	-1	1	4	10	-9	12	4
O=C(CCCCCCN1C(=O)c2ccccc2C1=O)NC1CCCCC1	-3	-2	5	1	21	15	-3	-11
CC1=C(C(=O)O)N2C(=O)C(NC(=O)c3ccc(F)cc3)C2SC1 (stereo unspecified)	7	0	-9	4	-6	4	-1	-5
CC(C)(CO)CN1CCC(n2nccc2NC(=O)C2CCCC2)CC1	2	4	-7	-3	13	0	4	9
Cc1cc(C(=O)N/N=C/c2cn(C)nc2C)c2ccccc2n1	10	9	-4	7	2	5	-35	0
COc1ccc(OC)c(NC(=O)CCN2CCN(c3ccccc3F)CC2)c1	10	-1	-1	10	1	8	5	-15
COc1cc(CNCc2ccc(SC)cc2)cc(OC)c1	6	-1	0	-2	13	8	2	-7
CCOC(=O)N1CCC(NC(=O)CS(=O)Cc2nc(-c3ccc(C)cc3)oc2C)CC1 (stereo unspecified)	7	1	-3	-5	-6	-3	7	-5
COc1cc(CNc2ccc(CNc3ncn[nH]3)cc2)cc(Cl)c1OCc1ccccc1	-13	2	-7	11	13	-4	-1	7
CCN1CCN(c2ccc(S(=O)(=O)N3CCCCC3)cc2NC(=O)/C=C/c2ccc(OC(F)F)cc2)CC1	20	-2	31	16	24	15	18	-7
COc1ccccc1-n1cc(-c2ccccc2)c2c(=S)nc[nH]c21	3	-5	-4	4	24	?	-2	-3

A different layout for some results above:
Values run as follows: Gli-Sufu block	APJ ag	EBI2 block	CXCR6 inh	CCR6 antag	UBC13 polyUb	APJ antagonist	ATG4B inh
- COc1cc(CNCc2ccc(SC)cc2)cc(OC)c1
  6	-1	0	-2	13	8	2	-7
- COc1cc(CNc2ccc(CNc3ncn[nH]3)cc2)cc(Cl)c1OCc1ccccc1
  -13	2	-7	11	13	-4	-1	7
- Cc1cc(C(=O)N/N=C/c2cn(C)nc2C)c2ccccc2n1
  10	9	-4	7	2	5	-35	0
